Polio RdRp inh: inhibitors of poliovirus RNA polymerase binding and polymerization; P03300; poliovirus polymerase elongation, fluorescence polarization; hits give low values; % elongation, % (compound at 16.7 µg/mL); 150,000 tested, 0.66% active; AID 588519; in the data active = % elongation below about 90%; note: some results filed as inactive read as strong as hits
Target sequence (P03300 1749-2209 limits assumed): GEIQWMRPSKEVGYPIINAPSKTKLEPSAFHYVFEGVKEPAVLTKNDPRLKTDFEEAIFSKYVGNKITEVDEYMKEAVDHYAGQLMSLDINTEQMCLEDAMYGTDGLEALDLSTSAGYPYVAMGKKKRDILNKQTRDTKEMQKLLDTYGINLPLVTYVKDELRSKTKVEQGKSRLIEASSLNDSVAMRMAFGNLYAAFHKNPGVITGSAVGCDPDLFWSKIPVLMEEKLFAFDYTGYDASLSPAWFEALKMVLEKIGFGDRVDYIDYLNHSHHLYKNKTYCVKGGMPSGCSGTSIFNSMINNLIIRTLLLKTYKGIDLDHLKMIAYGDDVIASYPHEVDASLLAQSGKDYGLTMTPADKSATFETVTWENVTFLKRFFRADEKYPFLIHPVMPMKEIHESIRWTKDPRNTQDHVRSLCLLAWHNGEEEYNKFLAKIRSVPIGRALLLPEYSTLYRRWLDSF
Polio RdRp inh FP z-score: second read-out of Polio RdRp inh, no call of its own (marks repeat the call); z-score; measured here: FP z-score; hits read low
An asterisk follows results filed as active; & = joins results of further samples.

Below each SMILES: Polio RdRp inh, Polio RdRp inh FP z-score
c1ccc(-c2ccc(C(c3ccccc3)n3ccnc3)cc2)cc1 (stereo not given)
→ 100.0, 0.1
Cc1cccn2c(=O)c(C(=O)NCCc3ccc(S(N)(=O)=O)cc3)c(O)nc12
→ 106.0, 0.5
Cc1nc(C)c(-c2ccn[nH]2)s1
→ 102.0, 0.2
CCc1ccc(CN(Cc2ccco2)C(=O)COc2ccc(Cl)cc2C)cc1
→ 103.0, -0.7
Cc1nc2cccnc2n1C1CCN(C(=O)Nc2ccccc2C(F)(F)F)CC1
→ 106.0, -0.1
Cc1sc2nc(SCC(=O)c3ccc(O)c(O)c3)[nH]c(=O)c2c1C
→ 101.0, 0.1
CC1CCN(c2ccc(N3CCN(S(C)(=O)=O)CC3)nn2)CC1
→ 108.0, 0.4
Cc1ccc(CNC(=O)c2ccc(Cl)c(S(N)(=O)=O)c2)n1C
→ 102.0, -0.1
CC1(C)Cc2cccc(OCc3nc4ccccc4[nH]3)c2O1
→ 102.0, 0
Cc1ccc(NC(=O)c2c3c(nc4ccccc24)CCCC3)cc1
→ 104.0, 0.1
COc1ccc(OC)c2[nH]c(=O)c(CCNC(=O)C(C)C)cc12
→ 100.0, -0.6
COC(=O)c1cccnc1-n1c(=O)c2cccnc2n(CC(=O)Nc2ccccc2F)c1=O
→ 104.0, -0.2
Cc1ccc2c(c1)c(=O)c1ccccc1n2CCCC(=O)Nc1cc(Cl)ccc1C
→ 110.0, 0.7
Cc1cccc(OCC(=O)Nc2c(C(=O)Nc3cccc(F)c3)oc3ccccc23)c1
→ 102.0, 0.3
O=C(O)c1ccc(Cn2cccn2)o1
→ 102.0, 0.3
CCS(=O)(=O)n1nc(-c2ccccc2)cc1N
→ 102.0, 0.2
O=C(Cn1c(SCCOc2ccccc2Cl)nc2ccccc21)N1CCOCC1
→ 108.0, 0
CNc1nc(-c2cc(C)n(-c3cccc(C(F)(F)F)c3)c2C)cs1
→ 108.0, 0.6
N[C@@H](C(=O)N[C@@H]1C(=O)N2C(C(=O)O)=C(Cl)CS[C@H]12)c1ccccc1
→ 100.0&94.0&100.0, 0.1&-0.5&0.2
CSc1ncc(Cl)c(C(=O)Nc2c(C(=O)c3ccc(Cl)cc3)oc3ccccc23)n1
→ 117.0, 0.1
CCOC(=O)c1sc(N2N=C(C)CC2=O)nc1C
→ 103.0, 0.4
O=C(CN1C(=O)C2(SCC(=O)N2c2ccccc2)c2ccccc21)Nc1ccccc1C(F)(F)F (stereo not given)
→ 104.0, 0
Cn1c(=O)c(=O)n(C)c2cc(NC(=O)c3ccccc3Br)ccc21
→ 109.0, 1.1
Cc1ccc(NC(=O)Cn2nnc(C(=O)NCc3ccc4c(c3)OCO4)c2N)cc1Cl
→ 105.0, 0.1
Cc1cccc2sc(NC(=O)CN3CSCC3=O)nc12
→ 104.0, 0.3
CCc1ccccc1NC(=O)Cc1ccc(Br)cc1
→ 101.0, -0.3
Cc1ccc(-c2cc3ncc4c(n3n2)-c2cc(C)ccc2OC4)cc1
→ 104.0, -0.3
O=C(C1CC1)N1CCc2cc(Br)cc(S(=O)(=O)N3CCN(c4ccccc4F)CC3)c21
→ 103.0, -0.7
Clc1ccccc1-c1nnc(C(c2ccccc2)N2CCC3(CC2)OCCO3)o1 (stereo not given)
→ 100.0, -0.4
CS(=O)(=O)N(CC(=O)N1CCc2ccccc2C1)c1ccccc1
→ 102.0, 0.1
C=CCNC(=O)Nc1c[nH]c2ccccc2c1=O
→ 104.0, 0.4
CCN(CC)S(=O)(=O)c1cccc(C(=O)Oc2cccc(-c3cnc4ccccc4n3)c2)c1
→ 100.0, -0.1
COc1ccc(C2C3=C(CC(C)(C)CC3=O)N(C)C3=C2C(=O)CC(C)(C)C3)cc1
→ 98.0, -0.6
COc1cccc(N2CCN(C(=O)C3CCCN(S(=O)(=O)c4ccc5c(c4)oc(=O)n5C)C3)CC2)c1 (stereo not given)
→ 110.0, 0.6
CSc1sc(C(=O)NC(=O)NCc2cccnc2)c(C)c1-c1ccon1
→ 103.0, 0.3
COc1ccc(OC)c(NC(=O)CC2C(=O)NCCN2C(=O)C(F)(F)F)c1 (stereo not given)
→ 98.0&101.0, -1.2&0.1
NC(CO)C12CC3CC(CC(C3)C1)C2 (stereo not given)
→ 103.0, 0.5
CC(=O)Nc1ccc(NC(=O)COC(=O)C2CCCCC2)cc1
→ 102.0, 0
Cc1ccc(C2C(C#N)=C(N)OC(C3CC3)=C2C#N)cc1 (stereo not given)
→ 103.0, -0.4
CCOc1cc(C(=O)NCc2ccc3c(c2)n(C)c(=O)n3C)cc(OCC)c1OCC
→ 104.0, 0.7
Cc1ccc(-c2csc3ncnc(Sc4nnc(CN5CCCCCC5=O)o4)c23)cc1
→ 97.0, -0.7
O=C(CC1OCCN(Cc2ccccc2)C1=O)Nc1ccc(Br)cc1Br (stereo not given)
→ 104.0, 0.5
S=C(NCCN1CCOCC1)NC1CCSc2ccccc21 (stereo not given)
→ 107.0, 0.5
O=C(O)CCNc1ncnc2ccc(Br)cc12
→ 106.0, 1
CC1=C(C(=O)OCC2CCCCC2)C(c2cccc(Cl)c2Cl)CC(=O)N1 (stereo not given)
→ 108.0, 0.6
COc1ccc(CCCc2nnc(SCC(=O)Nc3ccc(C)c(C)c3)o2)cc1
→ 108.0, 0.9
COc1cc(OC)c(NC(=O)C2=C(C)C(=O)OC23CCN(C(C)=O)CC3)cc1Cl
→ 110.0, 0.6
O=C(NCc1ccccc1Cl)C1COc2ccccc2O1 (stereo not given)
→ 102.0, 0.2
CN(C)c1ccc(C2NC(=S)NC3=C2N2CCC3CC2)cc1 (stereo not given)
→ 101.0, 0.2
COCC(C)NC(=O)Nc1c[nH]c2ccccc12 (stereo not given)
→ 105.0, 0.2
CN(Cn1c(=O)oc2cc(Br)ccc21)C1CCCCC1
→ 99.0, -0.2
COC(=O)c1sccc1NC(=S)N1CCCC1
→ 101.0, -0.4
Cn1nc(-c2ccc(OCC(=O)Nc3ccc(Cl)cc3)cc2)c2ccccc2c1=O
→ 103.0, 0
CCc1nnc(NC(=O)c2sc3nc4ccc(OC)cc4cc3c2N)s1
→ 101.0, -0.2
Cc1cc(NCCN2CCCCC2)c2ccc3ccccc3c2n1
→ 69.0*, -7.9*
COc1c(Cl)cc(C(=O)N(Cc2ccccc2F)C2CCS(=O)(=O)C2)cc1Cl (stereo not given)
→ 107.0, 0.2
O=C(COc1ccc(Cl)cc1)NCc1n[nH]c(=S)n1-c1cccc(Cl)c1
→ 99.0, -0.6
S=c1[nH]c2ccccc2n1CCOc1ccccc1
→ 99.0, -0.5
COc1ccc(N2CCN(S(=O)(=O)CCNC(=O)Cc3ccc(OC)c(OC)c3)CC2)cc1
→ 109.0, 0.6
Cc1cc(=O)oc2cc(OCC(O)CN(C)C3CCCCC3)ccc12 (stereo not given)
→ 103.0, 0

The list goes on.
Below each SMILES: Polio RdRp inh, Polio RdRp inh FP z-score
O=C1NC(=Nc2ccc(O)cc2)S/C1=C\c1cccc(O)c1
→ 103.0, 0.4
COc1ccc(-c2nc(SCC(=O)CSc3n[nH]c(-c4ccc(OC)cc4)n3)n[nH]2)cc1
→ 103.0, -0.1
Cc1nn(-c2ccccc2)c(C)c1/C=C/C(=O)OCC(=O)c1cccs1
→ 100.0, -0.4
CCOC(=O)c1cnc2ccc(C(=O)OC)cc2c1Nc1ccc(OCc2ccccc2Cl)cc1
→ 104.0, -0.4
CC1(C)OC(C(=O)NC2CCCCC2)C(C(=O)NC2CCCCC2)O1 (stereo not given)
→ 103.0, 0.3
O=C1CSC(=S)N1/N=C/c1cccnc1
→ 100.0, -0.3
O=C(O)c1c2c(nc3ccccc13)Cc1ccccc1-2
→ 101.0, -0.2
C=CCNC(=O)Cn1c(=S)[nH]c2ncccc2c1=O
→ 101.0, -0.3
COCC(C)NCc1cc(F)ccc1F (stereo not given)
→ 103.0, 0.4
CCc1cc2c(=O)n(Cc3ccco3)c(SCC(=O)Nc3ccc(F)cc3F)nc2s1
→ 105.0, 0.2
Cc1cn(CCC(=O)O)c(=O)[nH]c1=O
→ 101.0, -0.1
CCOC(=O)C1CCCN(C(=O)CSc2ccc(Cl)cc2)C1 (stereo not given)
→ 103.0, 0.7
CCOC(CCn1c(SCc2cccc(F)c2)nc2ccccc2c1=O)OCC
→ 104.0, 0.6
C=CCc1c(C)c2ccc(OC(C)=O)cc2oc1=O
→ 103.0, 0.4
C=CCNC(=O)c1cc(=O)c2ccccc2o1
→ 102.0, 0.1

4 of the compounds above, as labelled records.
> COCC(C)NCc1cc(F)ccc1F (stereo not given)
  Polio RdRp inh = 103.0
  Polio RdRp inh FP z-score = 0.4

> CCc1cc2c(=O)n(Cc3ccco3)c(SCC(=O)Nc3ccc(F)cc3F)nc2s1
  Polio RdRp inh = 105.0
  Polio RdRp inh FP z-score = 0.2

> Cc1cn(CCC(=O)O)c(=O)[nH]c1=O
  Polio RdRp inh = 101.0
  Polio RdRp inh FP z-score = -0.1

> CCOC(=O)C1CCCN(C(=O)CSc2ccc(Cl)cc2)C1 (stereo not given)
  Polio RdRp inh = 103.0
  Polio RdRp inh FP z-score = 0.7

Next records follow.
Below each SMILES: Polio RdRp inh, Polio RdRp inh FP z-score
N#CCn1cc(/C=C2\C(=O)NC(=O)N(c3cccc(F)c3)C2=O)c2ccccc21
→ 101.0, 0
CCc1ccc(NC(=O)c2cnn3c(C(F)F)cc(C)nc23)cc1
→ 104.0, 1.1
CCCC(=O)N1CCc2cc(OC)c(OC)cc2C1COc1ccc(C(=O)OC)cc1 (stereo not given)
→ 104.0, -0.4
Cc1ccc(OCC(=O)Nc2nonc2-c2ccc(C)c(C)c2)cc1C
→ 107.0, 0.1
COc1cc(C(=O)Nc2cc(C)c(O)c(-c3nc4cc(Cl)ccc4o3)c2)cc(OC)c1OC
→ 104.0, -0.2
Cc1cc(C)c(NC(=O)COC(=O)c2nccnc2N)c(Cl)c1
→ 118.0, 1.9
Cc1ccnc(NC2CCCCC2)c1
→ 104.0, 0.9
CCOC(=O)c1c(S(=O)(=O)N2CCCC(C(=O)N3CCN(c4cccc(C)c4C)CC3)C2)c(C)n(C)c1C (stereo not given)
→ 105.0, -0.2
CN(C)S(=O)(=O)c1ccc(OCC(=O)O)cc1
→ 102.0, 0
CCCCc1cc2ccccc2c(OCCN(C)C)n1
→ 101.0, 0.2
CCn1c(SCC(=O)OCc2c(C(=O)OC)sc(N)c2C(=O)OC)nnc1-c1cccs1
→ 105.0, 0.3
NC(=O)c1ccccc1OCc1ccc(F)cc1Cl
→ 104.0, 0
COc1cccc(-n2c(=O)c3sc4ccccc4c3n(CC(=O)Nc3ccccc3OC)c2=O)c1
→ 101.0, -1
COc1ccc2c(c1)CCc1c(C(=O)Nc3c(C)nn(Cc4ccccc4C)c3C)noc1-2
→ 98.0, -1.6
CC1=C(C(=O)OC(C)C)C(c2ccccc2)NC(=S)N1 (stereo not given)
→ 102.0, 0.1
CCNc1nc(OCC)nc(N2CCC(Cc3ccccc3)CC2)n1
→ 103.0, 0.5
Oc1ccccc1/C=N/n1c2ccccc2c2ccccc21
→ 103.0, 0.4
COc1ccc(-n2nc(C(=O)N3CCN(c4cccc(C)c4)C(C)C3)c3c4ccccc4n(C)c3c2=O)cc1Cl (stereo not given)
→ 104.0, 0
O=C(NCCO)C(c1ccccc1)c1ccccc1
→ 102.0, 0.5
CCOC(=O)C1CCN(c2cc3c(cc2NC(=O)c2ccccc2)n(C)c(=O)n3C)CC1
→ 102.0, 0.5
O=C(Cn1ncc(Cl)c(Cl)c1=O)NCCc1ccc(F)cc1
→ 93.0, -1.2
O=c1c(S(=O)(=O)c2ccccc2)cn(Cc2cccc(F)c2)c2cc(N3CCOCC3)c(F)cc12
→ 110.0, 0.7
CC(C)(C)C(=O)Nc1ccc(Cl)c(-c2nc3ccccc3[nH]2)c1
→ 104.0, -0.2
CCOC(=O)c1cc(-c2ccc(C)cc2)n(CC(=O)NC2CCCCCC2)c1C
→ 103.0, -0.4
COc1ccc(NCc2cc3cc4c(cc3n(CC(=O)Nc3cc(C)ccc3C)c2=O)OCCO4)cc1
→ 107.0, 0.2
O=C(O)/C=C\C(=O)Nc1nn[nH]n1
→ 100.0, -0.3
O=S(=O)(Cc1cccc(C(F)(F)F)c1)Cc1cccc(C(F)(F)F)c1
→ 105.0, 0.3
COc1cccc(CNC(=O)c2sc3nc[nH]c(=O)c3c2C)c1
→ 97.0, -2.5
COc1ccc(NC(=O)CCNS(=O)(=O)c2ccc3c(c2)CCCC(=O)N3)cc1Cl
→ 100.0, -1.6
O=C(c1cccs1)C(NS(=O)(=O)c1ccccc1)NS(=O)(=O)c1ccccc1
→ 100.0, -0.8

Single records, from the list above. Order of values: Polio RdRp inh	Polio RdRp inh FP z-score
Record of `Oc1ccccc1/C=N/n1c2ccccc2c2ccccc21` → 103.0	0.4
Record of `O=c1c(S(=O)(=O)c2ccccc2)cn(Cc2cccc(F)c2)c2cc(N3CCOCC3)c(F)cc12` → 110.0	0.7

More structures:
Below each SMILES: Polio RdRp inh, Polio RdRp inh FP z-score
COc1ccc2c3c1O[C@H]1C[C@@H](O)C=C[C@@]31CCN(C)C2
→ 100.0&105.0, 0.1&1.2
CCCC12CN3CC(CCC)(CN(C1)C3C(O)C(O)C(O)C(O)CO)C2=O (stereo not given)
→ 102.0, 0.1
CCN(CC)S(=O)(=O)c1ccc2c(c1)c(=O)c(C(=O)N1CCN(c3ccccc3OC)CC1)cn2C
→ 107.0, 0.5
Cc1ccc(NC(=O)c2oc3ccccc3c2NC(=O)C2CCCCC2)cc1
→ 106.0, 0.5
COc1cc(/C=c2\sc3n(c2=NCCO)C(c2ccccc2)C(c2ccccc2)=NN=3)ccc1O (stereo not given)
→ 105.0, 0.3

These rows are one share of the data; the hit share may differ from the screen's.
